High-throughput results from PubChem BioAssay.
PTEN del growth: PTEN-deleted cell growth suppression. HCT116 PTEN-null viability, CellTiter-Glo, 60 h; hits give low values. viability, % at 10 µM. hit rate 1.2% among 140,000. AID 827;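 active means viability at or below a set limit, 4 SD under the median of all tested compounds, cut at about 3.7% in these data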;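 further: PTEN knockout HCT116 line with beta catenin targeted HCT116 as companion control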
MRP1 act: activates MRP-1 | hit rate 0.61% among 140,000 | H69AR cells + doxorubicin, viability rescue, CellTiter-Glo | AID 799 | viability increase, % at 10 µM;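 active means viability gain under doxorubicin at or above a set limit, the compound median plus 3 SD, cut at about 4.7% in these data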;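 further: MRP-1 overexpressing cells given doxorubicin 25 µM after compound pretreatment; 18-22 h compound pretreatment then 72 h with doxorubicin before readout; 0% = doxorubicin-only wells and 100% = vehicle-treated cells without doxorubicin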
Phagocytosis inh: macrophage phagocytosis inhibition | J774A.1 macrophage IgG-bead phagocytosis, imaging | inhibition, % at 5 µM | hit rate 0.07% among 110,000 | AID 1029;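 active means inhibition above the mean of the plate negative controls plus 5 SD, cut at about 13% in these data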;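 further: phagocytic index as fraction of beads internalized from green versus red external bead signal; plate controls were DMSO negative control for no effect and cytochalasin-D positive control for full effect; some results beyond the cut were filed as inactive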
Measles CPE: protection of cells from measles virus; Measles virus-infected cells, CPE protection, absorbance; protection (pct of control), % at 4 µM; hit rate 1.5% among 140,000; AID 841; in the data active means protection mostly above about 24%, no sharp cut-off; inactive means mostly below about 26%; further: some compounds called inactive have numbers as strong as hits
Yeast lifespan up: extends the lifespan of yeast | hit rate 0.68% among 130,000 | AID 775 | S. cerevisiae growth with nicotinamide, OD615; deaD strain in restrictive glucose medium | inhibition of the nicotinamide effect, % at 10 µM;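 active means inhibition above a set limit, placed 3 SD over the median of all compounds, cut at about 26% in these data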;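 further: 0% = nicotinamide-treated wells and 100% = cells grown without nicotinamide; some compounds called inactive have numbers as strong as hits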
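Assay system: DeaD-strain S. cerevisiae. Medium: CSMM-D glucose medium, restrictive. Reagent: nicotinamide, 1.5 mM, co-present with compound. Compound: 10 µM single point, 0.25% DMSO. Schedule: culture preincubation 4 h, compound exposure 48 h, both 30 °C. Detection: absorbance at 615 nm.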
NPY Y2 blocker: NPY-Y2 (human) receptor antagonism. inhibition, % at 2.7 µM. AID 793. NPY-Y2 expressing cells, antagonist mode. P49146. hit rate 0.99% among 140,000; in the data active means inhibition above about 17%;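 further: 0% = vehicle with agonist challenge and 100% = reference antagonist with challenge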
Target sequence (P49146 whole entry, looked up): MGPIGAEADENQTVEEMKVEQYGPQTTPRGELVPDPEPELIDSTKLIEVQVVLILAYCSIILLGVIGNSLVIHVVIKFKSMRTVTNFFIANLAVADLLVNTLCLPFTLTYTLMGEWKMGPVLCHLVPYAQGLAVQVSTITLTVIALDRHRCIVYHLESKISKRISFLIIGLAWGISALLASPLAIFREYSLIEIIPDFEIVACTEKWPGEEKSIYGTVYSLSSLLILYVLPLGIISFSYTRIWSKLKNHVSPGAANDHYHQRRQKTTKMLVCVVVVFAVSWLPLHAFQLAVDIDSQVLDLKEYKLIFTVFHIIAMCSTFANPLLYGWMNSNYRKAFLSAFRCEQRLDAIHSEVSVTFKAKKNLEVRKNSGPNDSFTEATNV
Yeast growth inh: yeast BB579 growth reduction in restrictive medium; S. cerevisiae BB579 growth, OD615, 48 h; inhibition, % at 10 µM; hit rate 0.51% among 140,000; AID 804;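 active means inhibition above a set limit, 3 SD over the mean compound inhibition, cut at about 44% in these data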; further: inactives centre near -24
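test system = yeast BB579 (DeaD) | buffer or medium = restrictive CSMM-D medium | doses = single compound dose of 10 µM, 0.25% DMSO final | times = 4 h preincubation and 48 h exposure at 30 °C | technique = culture absorbance at 615 nm | benchmarks = amphotericin B 10 µg/mL, positive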
HCT116 bCat-KO: beta-catenin-lacking colon tumor cell growth suppression | HCT116 beta-catenin knockout viability, CellTiter-Glo, 60 h; hits give low values | viability, % at 10 µM | hit rate 1.5% among 140,000;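 active means viability at or under a set limit, the compound median less 4 SD, cut at about 6% in these data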;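 further: 0% = Hyamine 1622 control at 20 µM and 100% = untreated cell control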
E-sel TNF inh: TNF alpha driven E-selectin expression inhibition; inhibition, % at 2 µM; AID 1246; HUVEC TNFa-induced E-selectin immunofluorescence, high content; hit rate 0.71% among 120,000;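 active means inhibition above the batch mean plus 3 SD, and confirmed as a hit on visual image review, cut at about 43% in these data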;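 further: 0% = TNF-stimulated DMSO wells and 100% = unstimulated control wells; not every result past the cut was called active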
GALR2 antag: GALR2 (human) receptor antagonism | inhibition, % at 4 µM | AID 828 | hit rate 0.39% among 140,000 | O43603 | GALR2-expressing cells, antagonist mode; in the data active means inhibition above about 27%;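 further: cells stimulated with galanin 1-16 at roughly its EC80; 0% = agonist challenge control and 100% = basal control without agonist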
Target sequence (O43603 whole entry, looked up): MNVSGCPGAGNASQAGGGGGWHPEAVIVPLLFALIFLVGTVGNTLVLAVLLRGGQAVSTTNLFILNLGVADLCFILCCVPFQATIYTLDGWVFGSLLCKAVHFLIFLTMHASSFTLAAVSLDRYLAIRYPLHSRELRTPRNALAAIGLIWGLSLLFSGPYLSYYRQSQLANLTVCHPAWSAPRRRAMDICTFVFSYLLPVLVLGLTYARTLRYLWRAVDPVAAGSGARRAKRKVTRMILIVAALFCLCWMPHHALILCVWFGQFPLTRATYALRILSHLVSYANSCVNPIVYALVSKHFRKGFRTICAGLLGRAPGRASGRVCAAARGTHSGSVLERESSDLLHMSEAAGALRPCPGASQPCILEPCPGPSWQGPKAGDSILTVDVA
The depositor's hits bear a star; x = no result given; & = joins results of further samples. This is a subset, so the mix of outcomes need not match the whole.

SMILES	PTEN del growth	MRP1 act	Phagocytosis inh	Measles CPE	Yeast lifespan up	NPY Y2 blocker	Yeast growth inh	HCT116 bCat-KO	E-sel TNF inh	GALR2 antag
Cn1c2ccccc2c2cnn(CC(=O)N3CCC4(CC3)OCCO4)c(=O)c21	99	-1.6	-1	4	-3	0	-41	94	-53	-6
CCN(CC)CCCOC(=O)C(OC)(c1ccccc1)c1ccccc1	97	-2.0	0	6	-12	3	-41	103	10	-11
C(#CCN1CCOCC1)COCc1ccccc1	105	-0.5	0	7	-2	0	-1	104	14	14
O=c1[nH]c(CN2CCNCC2)nc2ccccc12	96	-2.2	1	17	-4	0	-13	97	22	0
O=S(=O)(c1ccccc1)N1CCCCC1c1cccnc1 (stereo unspecified)	93	-0.3	x	5	-9	1	-37	107	8	2
CN1CCc2nc3ccc(F)cc3c(C(N)=O)c2C1	116	-3.6	x	7	-9	-1	5	96	10	3
COCCCN1Cc2ccccc2C1=N	94	-1.6	-1	3	-1	0	-6	89	-6	-8
Fc1ccc(C2=CCN(C(c3cccs3)c3nnnn3CCc3ccccc3)CC2)cc1 (stereo unspecified)	67&62	3.0	0	5	-12	7	-20	77	3	0
CC(=O)OC1C2CCC1C(N1CCCC1)CC2 (stereo unspecified)	122	-0.7	x	4	-2	-1	-60	106	9	3
O=C(Cn1ncc2ccsc2c1=O)N1CCC2(CC1)OCCO2	114	-0.9	x	7	-16	2	4	86	x	8
O=C1NC(=S)N(c2ccc(Cl)cc2)C(=O)/C1=C/N1CCN(C(=O)c2ccco2)CC1	95	0.0	-1	20	-3	11	-2	88	-24	-1
O=C1C2CCCN2C(c2cccc(Cl)c2)N1c1ccccn1 (stereo unspecified)	101	-0.9	1	6	-8	3	-49	98	-9	-1
CCCCc1nc2ccccc2c(=O)n1-c1ccc(Cl)cc1[N+](=O)[O-]	88	-1.8	x	19	-16	1	-32	84	-19	4
Cc1nn(Cc2ccccc2)c(C)c1C(=O)OCC(=O)NCc1ccco1	94	0.0	-2	6	-9	13	-47	101	2	-8
C=CCn1c(O)c(C(C)=NC2CC2)c(=O)[nH]c1=O	101	0.2	2	6	-5	0	-39	90	-7	-3
Cc1nn(Cc2ccccc2)c(C)c1C=C1C(=O)NC(=S)NC1=O	89	-2.8	-3	13	-1	2	-33	85	-6	1
CN(C)c1ccc(C=C(C#N)C#N)cc1	97	-0.3	-4	7	-6	3	-28	98	x	8
CN1CCC2(CC1)C(C#N)=C(N)NC(S)=C2C#N	100	0.3	-11	6	40*	1	-13	95	x	6
CCc1c(C)nc(N)nc1N1N=C1SCC#N	95	-0.9	0	7	-7	1	-11	101	15	-16
Cc1cccc(N=Cc2c(O)n(-c3ccccc3C)c(=O)[nH]c2=O)c1	91	-4.5	0	5	-14	11	-9	81	6	-1
Cc1ccc(N=Nc2c(O)[nH]c(=O)[nH]c2=O)c([N+](=O)[O-])c1	84	-0.8	1	6	-6	2	-32	91	-49	2
COc1ccc(-c2nc(CSCC(=O)N3CCC4(CC3)OCCO4)c(C)o2)cc1OC	85	-1.8	x	1	-16	6	4	72	x	-9
Cc1cc(C=O)c(C)n1C1CCCCC1	91	-1.0	1	4	-2	3	-20	90	33	-1
CCCCC12CNCC(C)(CNC1)C2=O	92	-2.9	-2	12	-18	2	5	93	100*	1
N#CC1=C(N)Oc2c(c(=O)oc3ccccc23)C1c1ccccc1OC(=O)c1cccs1 (stereo unspecified)	65	-1.6	-4	2	20	2	-28	69	x	-1
(listing goes on)
SMILES	PTEN del growth	MRP1 act	Phagocytosis inh	Measles CPE	Yeast lifespan up	NPY Y2 blocker	Yeast growth inh	HCT116 bCat-KO	E-sel TNF inh	GALR2 antag
COc1ccccc1CN1CCN(C(=O)Cc2ccccc2)CC1	92	-0.9	-1	18	x	x	-19	86	x	x
CCCCn1c(C)c(C(=O)O)c2cc(OC)ccc21	90	-1.1	3	18	-17	0	-29	95	8	2
Fc1cccc(C2NCCc3[nH]cnc32)c1 (stereo unspecified)	93	1.3	-8	x	4	5	-30	85	x	4
O=C(Cn1ncc2c3ccccc3n(Cc3ccc(F)cc3)c2c1=O)N1CCC2(CC1)OCCO2	74	0.4	x	8	-7	3	-28	83	4	-6
CC(=O)c1c(O)n(C)c(=S)n(-c2ccccc2)c1=O	85	-0.7	-2	11	5	-1	2	101	x	-12
CN(C)C(=O)On1c(-c2ccccc2)nc2ccc(Cl)cc21	82	-1.2	0	22	-14	0	-36	89	3	5
Cc1ccc(C(=O)C2(C)N(O)C(C)C(c3cccs3)=[N+]2[O-])cc1 (stereo unspecified)	79	-1.7	0	3	-13	2	-20	98	-47	1
CC(N)Cc1c[nH]c2cc3c(cc12)OCCO3 (stereo unspecified)	94	-0.9	0	8	-15	4	-55	94	2	-1
Cc1cccc(OC(=O)N2CCOCC2)c1	99	-1.0	0	3	-4	2	-38	97	-4	1
CC(C)Oc1ccc(C2C(C#N)=C(N)Oc3c2c(=O)oc2ccccc32)cc1 (stereo unspecified)	81	-1.0	0	16	-10	4	11	85	-3	-1
O=[N+]([O-])c1ccc(C2C3C(c4ccccc4)=NC4(CCCC4)N32)cc1 (stereo unspecified)	77	-1.4	-3	6	-3	12	-26	80	x	-3
OCc1cnc[nH]1	94	-0.2	x	32	6	0	-28	89	x	0
CC(C)C1(C)N=C(c2nc3ccccc3cc2C(=O)O)NC1=O (stereo unspecified)	105	-0.2	-2	11	-12	-1	-31	104	-15	13
CCOP(=O)(C#CC(C)(C)C)C(C)(O)c1ccccc1 (stereo unspecified)	94	-0.5	-1	18	-6	-1	-44	90	6	4
CN1CCN(c2ccc([N+](=O)[O-])c3cccnc23)CC1	88	-1.6	-2	1	-11	4	-19	89	-1	-6
N#CCCn1cc(C(=O)Nc2ccccc2Br)c(-c2ccc3c(c2)OCCO3)n1	106	-0.9	-9	4	-3	2	-17	99	9	-3
CCN1CCN(Cc2ccc(OC(F)(F)F)cc2)CC1	90	-1.0	5	14	-13	3	20	88	16	-11
N=c1c[n+](CC23CC4CC(CC(C4)C2)C3)[n-]o1	91	-1.8	-1	2	3	4	-19	92	0	-6
O=P(NC(c1ccccc1)c1ccccc1)(Oc1ccccc1)Oc1ccccc1	75	-2.0	-2	23	7	38*	-25	77	-9	-13
CCC(=Nc1ccc(OC)cc1OC)c1c(O)n(C)c(=O)n(C)c1=O	60	0.0	2	6	-15	4	-2	53	-29	12
CS(=O)(=O)NCc1nnc2n1-c1ccc(Cl)cc1C(c1ccccc1)=NC2	101	-1.1	-2	28*	4	2	-21	99	x	7
Cc1c(C=C2C(=O)N(C)C(=O)N(C)C2=O)c(=O)n(-c2ccccc2)n1C	96	-2.0	-3	8	13	1	-7	83	x	-6
O=C(N/N=C1/CN2CCC1CC2)c1cccc(O)c1	91	-1.5	0	18	-9	-1	-14	84	x	-3
c1cc2n(c1)-c1c(ccc3c1OCO3)CNC2c1ccc2c(c1)OCO2 (stereo unspecified)	69	-2.1	0	6	-14	9	-80	64	-1	-10
COc1ccc(NC(c2ccccc2)P(=O)(Oc2ccccc2)Oc2ccccc2)cc1 (stereo unspecified)	88	-3.2	-9	10	5	1	-27	84	-12	-3

A section from further up, as a working copy:
SMILES	PTEN del growth	MRP1 act	Phagocytosis inh	Measles CPE	Yeast lifespan up	NPY Y2 blocker	Yeast growth inh	HCT116 bCat-KO	E-sel TNF inh	GALR2 antag
COc1ccccc1CN1CCN(C(=O)Cc2ccccc2)CC1	92	-0.9	-1	18	x	x	-19	86	x	x
CCCCn1c(C)c(C(=O)O)c2cc(OC)ccc21	90	-1.1	3	18	-17	0	-29	95	8	2
Fc1cccc(C2NCCc3[nH]cnc32)c1 (stereo unspecified)	93	1.3	-8	x	4	5	-30	85	x	4

The results go on:
SMILES	PTEN del growth	MRP1 act	Phagocytosis inh	Measles CPE	Yeast lifespan up	NPY Y2 blocker	Yeast growth inh	HCT116 bCat-KO	E-sel TNF inh	GALR2 antag
CCOC(=O)c1nc2ccccc2c(=O)n1-c1ccc(C)cc1	98	0.1	-1	7	0	2	-35	96	-27	6
c1ccc2c(c1)[nH]c1cnccc12	99	-1.6	x	33	6	4	-42	94	x	1
O=c1cccc2n1CC1CC2CN(Cc2c(Cl)cccc2Cl)C1 (stereo unspecified)	84	-1.7	0	13	2	6	-5	82	8	18
CC(C)(C)c1ccc(S(=O)(=O)N2CC3CC(C2)c2cccc(=O)n2C3)cc1 (stereo unspecified)	71	-0.5	x	3	-15	2	-20	86	0	-2
Fc1ccc(N2CCN(Cc3ccc4c(c3)OCO4)CC2)cc1	91	-3.4	1	-1	-8	6	-16	95	x	3
COC(=O)CC1=C(C(=O)OC)C2(C(=O)Nc3c(C)cccc32)C(C#N)=C(N)O1 (stereo unspecified)	98	-1.3	0	13	-5	1	-39	93	x	7
Cn1cccc1CNCCc1ccccc1	104	-1.0	-6	9	-4	1	-98	103	7	8
COC(=O)c1cncn1C(C)c1ccccc1 (stereo unspecified)	113	-0.5	5	11	5	5	-41	99	-4	3
NC(=O)Nc1cccc(C(F)(F)F)c1	116	-0.5	0	21	-2	3	-54	104	20	-1
CC1=C(/C=C/c2ccccc2)CCN(C)C1	100	-2.2	1	9	-3	4	-8	95	-7	2
O=C1/C(=C\c2ccc3c(c2)OCO3)N2CCC1CC2	97	-2.7	1	6	1	4	-6	81	-22	6
Cc1ccc(S(=O)(=O)N2CN3CCN(C3)C2)cc1	68	-0.9	0	18	-10	0	-53	63	x	2
COc1ccc(OC)c(-n2c(O)c(C=Nc3c(C)n(C)n(-c4ccccc4)c3=O)c(=O)[nH]c2=O)c1	101	-1.6	-4	10	10	1	-30	88	-5	-13
O=C1NC(=O)C2(Cc3ccccc3N3CCCC32)C(=O)N1 (stereo unspecified)	112	-0.1	0	1	-10	2	5	103	27	-4
CN1CCc2nc(N)c(C#N)c(-c3ccccc3)c2C1	99	-0.7	1	13	-10	2	-53	90	33	-5
Cc1ccccc1CS(=O)(=O)Cc1ccc(C(=O)N2CCC3(CC2)OCCO3)o1	99	-0.4	x	12	-9	2	-13	96	x	-4
O=C(CCN1C(=O)COc2ccccc21)N1CCC2(CC1)OCCO2	93	-0.9	-3	8	-11	1	-30	88	x	11
O=c1c2ccccc2nc(/C=C/c2ccc3c(c2)OCO3)n1-c1cccc(O)c1	70	-3.1	-12	4	6	1	-50	75	-3	1
c1ccc(C2CC3CC(c4ccco4)N2O3)cc1 (stereo unspecified)	103	-1.3	0	9	-8	1	-30	102	5	1

Ordered by molecular weight (rising): part of the list above
SMILES	PTEN del growth	MRP1 act	Phagocytosis inh	Measles CPE	Yeast lifespan up	NPY Y2 blocker	Yeast growth inh	HCT116 bCat-KO	E-sel TNF inh	GALR2 antag
c1ccc(C2CC3CC(c4ccco4)N2O3)cc1 (stereo unspecified)	103	-1.3	0	9	-8	1	-30	102	5	1
O=C1/C(=C\c2ccc3c(c2)OCO3)N2CCC1CC2	97	-2.7	1	6	1	4	-6	81	-22	6
CN1CCc2nc(N)c(C#N)c(-c3ccccc3)c2C1	99	-0.7	1	13	-10	2	-53	90	33	-5
